Smad3 inh = Smad3/FoxH1 peptide binding inhibitors, primary screen, biochemical, TR-FRET | Mothers against decapentaplegic homolog 3 (Homo sapiens), P84022 | TR-FRET Smad3/Dy647-FoxH1 peptide binding, europium anti-His | inhibition, % at 25 µM | 0.29% of 88,000 active | AID 630, 2007;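 active = compounds that reduce the energy-transfer binding signal between the protein and its labelled peptide by more than half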;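 also: 0% = Smad3 plus labelled peptide maximal FRET and 100% = peptide-only background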
Target sequence (P84022 whole entry, looked up): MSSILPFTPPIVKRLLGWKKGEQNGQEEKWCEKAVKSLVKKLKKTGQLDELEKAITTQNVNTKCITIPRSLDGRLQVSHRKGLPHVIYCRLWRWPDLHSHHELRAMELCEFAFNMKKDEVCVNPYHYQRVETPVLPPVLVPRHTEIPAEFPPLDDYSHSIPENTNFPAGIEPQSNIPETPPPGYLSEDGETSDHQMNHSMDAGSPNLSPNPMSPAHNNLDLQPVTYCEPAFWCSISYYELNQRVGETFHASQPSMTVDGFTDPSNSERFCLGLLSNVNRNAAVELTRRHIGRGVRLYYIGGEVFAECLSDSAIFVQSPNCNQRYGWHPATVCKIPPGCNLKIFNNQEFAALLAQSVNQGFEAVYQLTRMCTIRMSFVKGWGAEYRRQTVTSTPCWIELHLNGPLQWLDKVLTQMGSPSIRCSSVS
MT1-MMP txn act = MT1-MMP promoter reporter activation – cell-based, luciferase luminescence, primary screen. 0.16% of 86,000 active. HT1080 MT1-MMP promoter luciferase reporter, overnight; hits give high values. activation factor at 10 µM;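 active = activation factor of at least 2 for MT1-MMP transcription at 10 µM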
sEH inhibitor = soluble epoxide hydrolase inhibitors, primary screen, biochemical, human sEH. Bifunctional epoxide hydrolase 2 (Homo sapiens), P34913. recombinant human sEH enzymatic activity assay. inhibition, % at 2 µM. 0.34% of 91,000 active. AID 707, 2007; in the data active = inhibition above about 80%; also: values of inactives mirror those of a sister screen read the other way; many of its hits are not listed in these tables
Target sequence (P34913 whole entry, looked up): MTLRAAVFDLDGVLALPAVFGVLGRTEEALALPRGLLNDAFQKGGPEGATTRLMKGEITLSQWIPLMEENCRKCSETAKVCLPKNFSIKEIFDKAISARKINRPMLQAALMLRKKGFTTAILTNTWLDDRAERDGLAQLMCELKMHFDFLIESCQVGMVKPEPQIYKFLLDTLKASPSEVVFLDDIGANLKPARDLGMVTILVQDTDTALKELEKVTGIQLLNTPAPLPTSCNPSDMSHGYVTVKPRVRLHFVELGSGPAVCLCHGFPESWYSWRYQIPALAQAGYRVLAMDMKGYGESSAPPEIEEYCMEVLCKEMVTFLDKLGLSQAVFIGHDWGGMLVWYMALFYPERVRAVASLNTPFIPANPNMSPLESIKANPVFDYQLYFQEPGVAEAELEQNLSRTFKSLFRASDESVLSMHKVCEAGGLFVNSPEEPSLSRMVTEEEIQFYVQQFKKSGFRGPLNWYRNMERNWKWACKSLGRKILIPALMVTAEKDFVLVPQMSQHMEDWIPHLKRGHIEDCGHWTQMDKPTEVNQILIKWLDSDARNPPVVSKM
Candida biofilm = clotrimazole potentiators killing Candida biofilms, primary screen, with clotrimazole, Alamar Blue; C. albicans biofilm + clotrimazole; inhibition, % at 6 µM; 0.14% of 85,000 active; AID 834, 2007;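 active = inhibition above 20%; inactive = inhibition below 20%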;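 also: preformed 24 hr biofilms exposed to compound for 48 hr; 0% = biofilm without compound and 100% = blank killed by clotrimazole plus chlorhexidine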
ERa coact pot = enhancers of ERα–SRC-1 coactivator binding, primary screen, biochemical, TR-FRET, ERα LBD, low estradiol; 1.3% of 86,000 active; TR-FRET ERalpha-LBD/SRC-Cy5 coactivator binding, 2 h; 100 = basal binding, no effect; Estrogen receptor (Homo sapiens), P03372; coactivator binding (% of control), % at 25.6 µM; AID 639, 2007; in the data active = activity above about 200%;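 also: binding measured in presence of low estradiol as agonist stimulus; 0% = peptide alone without receptor and 100% = receptor with peptide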
Mac1 fbg enh = enhancers of CD11b/CD18 adhesion to fibrinogen, primary screen, K562 cells, luminescence | activation, % at 10 µM | ATPlite luminescence | Integrin beta-2 (Homo sapiens) + Integrin alpha-M (Homo sapiens), P05107+P11215 | 0.07% of 93,000 active | AID 1499, 2009;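 active = 10 µM primary screen giving 50% or more activity, confirmed by 40% or more on retest at that dose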; also: strong numbers were not always called active; reference of the scale not given here
CD11b adhes inh = inhibitors of CD11b/CD18 adhesion to fibrinogen, primary screen, K562 cells, luminescence | Integrin beta-2 (Homo sapiens) + Integrin alpha-M (Homo sapiens), P05107+P11215 | ATPlite luminescence; Mn2+ added to activate the integrin | inhibition, % at 10 µM | 0.54% of 93,000 active;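 active = primary inhibition of 50% or more at 10 µM, then 40% or more on retest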; also: some results filed as inactive read as strong as hits
sEH act = soluble epoxide hydrolase activators, primary screen, biochemical, human sEH; purified human sEH enzymatic activity, activator screen; 0.04% of 91,000 active; Bifunctional epoxide hydrolase 2 (Homo sapiens), P34913; activation, % at 2 µM; AID 717, 2007; in the data active = activation above about 37%; also: values of inactives mirror those of a sister screen read the other way
ERb coact inh = inhibitors of ERβ-SRC1 coactivator interaction, primary screen, biochemical, TR-FRET, ERβ LBD, SRC-1 peptide. inhibition, % at 25.6 µM. Estrogen receptor beta (Homo sapiens), Q92731. TR-FRET ER-beta LBD / SRC1-Cy5 peptide binding; receptor agonist-loaded with 1 µM estradiol. 1.3% of 86,000 active. AID 633, 2007;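 active = compounds whose percent inhibition of the receptor-coactivator binding signal exceeds about 50% in the single-dose screen, limit read from the data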;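 also: 0% = receptor plus peptide wells without compound and 100% = peptide-only wells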
Numbers without * were called inactive; · = not tested or not shown; [ ] = dose if it differs, or a comment.

SMILES	Smad3 inh	MT1-MMP txn act	sEH inhibitor	Candida biofilm	ERa coact pot	Mac1 fbg enh	CD11b adhes inh	sEH act	ERb coact inh
CCOc1ccccc1Nc1ncnc2c1cnn2-c1ccccc1	10	0.9	·	13	101	9	-6	·	2
CC(=O)NCC(=O)NC(Cc1ccccc1)C(N)=O (stereo unspecified)	-6	1.2	5	8	94	·	·	0	5
O=C(NC1CCCc2ccccc21)c1cccc(S(=O)(=O)N2CCN(c3ccccc3)CC2)c1 (stereo unspecified)	·	·	6	·	·	4	10	-4	·
O=C(Cc1ccc(Br)cc1)N1CCN(c2ccc(F)cc2)CC1	10	1.1	9	5	110	-2	-18	-10	-2[fluorescence artefact?]
CSc1nc2ccc(S(=O)(=O)N3CCCCC3)cc2s1	7	1.1	-7	-3	99	-4	7	5	-1
Cc1c(NC(=O)C23CC4CC(CC(C)(C4)C2)C3)c(=O)n(-c2ccccc2)n1C	3	2*	·	7	119[fluorescence artefact?]	·	·	·	3
CCN(CC)CCCN1C(=O)C(O)=C(C(=O)c2ccc(C)o2)C1c1ccc(C)o1 (stereo unspecified)	3	1.2	·	5	108	4	-5	·	-5
COc1ccccc1-c1nnc(SCC(=O)N2CC(C)CC(C)C2)o1 (stereo unspecified)	4	1.2	4	2	91	-1	-20	-4	4
COc1cc(NS(=O)(=O)c2ccc(C)cc2)ccc1-n1cnnn1	3	1.2	-5	-3	106	1	-2	6	-14
CCCCNC(=O)C1C2C=CC3(CN(Cc4ccccc4Cl)C(=O)C13)O2 (stereo unspecified)	·	1.2	2	·	·	-3	-17	-2	·
CCN1C(=O)/C(=C2/C=Cc3ccccc3N2C)OC1=S	8	·	4	1	96[fluorescence artefact?]	1	-2	-4	63*[fluorescence artefact?]
CCN1CCN(C(c2ccc(OC)cc2)C(O)C(=O)c2c[nH]c3ccccc23)CC1 (stereo unspecified)	0	1.3	-10	4	96	-1	-6	4	-7
O=C(NCc1cn2ccccc2n1)c1ccco1	-2	·	-12	11	100[fluorescence artefact?]	1	38	11	2[fluorescence artefact?]
COc1ccc(S(=O)(=O)N(C)CC(=O)Nc2cccc(C(C)=O)c2)cc1Cl	-9	1.1	-6	-4	88	-5	-28	9	-1
CCC(O)(CCN1CCCCC1)c1ccccc1 (stereo unspecified)	·	·	-5	·	·	-2	-10	4	·
CN1CC2(C(=O)c3ccccc3)CN(C)CC(C(=O)c3ccccc3)(C1)C2	7	1.2	4	3	112	-1	16	-4	-6
CCc1ccc2oc(=O)cc(CN3CCOCC3)c2c1	10[fluorescence artefact?]	1	-9	1	117	-1	-22	9	1
CN(Cc1ccccc1)S(=O)(=O)c1ccc2[nH]cc(C(=O)NCC3CCCO3)c(=O)c2c1 (stereo unspecified)	4	1	·	1	102	·	·	·	2
CCOc1cc2[nH]c(=O)n(CC3CCC(C(=O)NC(C)CC)CC3)c(=O)c2cc1OCC (stereo unspecified)	-1	1	·	2	107[fluorescence artefact?]	·	·	·	2[fluorescence artefact?]
CCOC(=O)c1sc(-c2ccc(F)cc2)cc1N	·	·	8	·	·	-3	8	-5	·

Arranged by molecular weight (descending): 13 of the compounds above
SMILES	Smad3 inh	MT1-MMP txn act	sEH inhibitor	Candida biofilm	ERa coact pot	Mac1 fbg enh	CD11b adhes inh	sEH act	ERb coact inh
O=C(NC1CCCc2ccccc21)c1cccc(S(=O)(=O)N2CCN(c3ccccc3)CC2)c1 (stereo unspecified)	·	·	6	·	·	4	10	-4	·
CCOc1cc2[nH]c(=O)n(CC3CCC(C(=O)NC(C)CC)CC3)c(=O)c2cc1OCC (stereo unspecified)	-1	1	·	2	107[fluorescence artefact?]	·	·	·	2[fluorescence artefact?]
Cc1c(NC(=O)C23CC4CC(CC(C)(C4)C2)C3)c(=O)n(-c2ccccc2)n1C	3	2*	·	7	119[fluorescence artefact?]	·	·	·	3
CCCCNC(=O)C1C2C=CC3(CN(Cc4ccccc4Cl)C(=O)C13)O2 (stereo unspecified)	·	1.2	2	·	·	-3	-17	-2	·
CN1CC2(C(=O)c3ccccc3)CN(C)CC(C(=O)c3ccccc3)(C1)C2	7	1.2	4	3	112	-1	16	-4	-6
COc1cc(NS(=O)(=O)c2ccc(C)cc2)ccc1-n1cnnn1	3	1.2	-5	-3	106	1	-2	6	-14
CCOc1ccccc1Nc1ncnc2c1cnn2-c1ccccc1	10	0.9	·	13	101	9	-6	·	2
CCN1C(=O)/C(=C2/C=Cc3ccccc3N2C)OC1=S	8	·	4	1	96[fluorescence artefact?]	1	-2	-4	63*[fluorescence artefact?]
CCc1ccc2oc(=O)cc(CN3CCOCC3)c2c1	10[fluorescence artefact?]	1	-9	1	117	-1	-22	9	1
CCOC(=O)c1sc(-c2ccc(F)cc2)cc1N	·	·	8	·	·	-3	8	-5	·
CC(=O)NCC(=O)NC(Cc1ccccc1)C(N)=O (stereo unspecified)	-6	1.2	5	8	94	·	·	0	5
CCC(O)(CCN1CCCCC1)c1ccccc1 (stereo unspecified)	·	·	-5	·	·	-2	-10	4	·
O=C(NCc1cn2ccccc2n1)c1ccco1	-2	·	-12	11	100[fluorescence artefact?]	1	38	11	2[fluorescence artefact?]

(continued)
SMILES	Smad3 inh	MT1-MMP txn act	sEH inhibitor	Candida biofilm	ERa coact pot	Mac1 fbg enh	CD11b adhes inh	sEH act	ERb coact inh
C/C(=N\NC(=O)c1csc(C)c1C)c1ccc(Cl)s1	·	·	69	·	·	0	6	-68	·
COc1ccc(C)cc1S(=O)(=O)NC1CCCCC1C (stereo unspecified)	6	1.1	-8	9	94	1	-2	7	0
C=C(C)COc1ccc(-c2[nH]ncc2-c2ccccc2OC)c(O)c1	3	1.1	16	10	91	-1	17	-14	21[fluorescence artefact?]
COC(=O)C(O)(NC(=O)OCc1ccccc1)C(F)(F)F (stereo unspecified)	9[fluorescence artefact?]	1.1	·	7	103	2	-9	·	0
O=c1c2ccccc2nnn1CSc1nnc(-c2cccs2)n1Cc1ccccc1	8	·	·	9	130	-3	6	·	6
CSc1nc(N)nc(SC2C=CCCC2)c1C#N (stereo unspecified)	7	1.2	12	3	121	2	0	-9	-2
Cc1c(C(=O)CN2CCSCC2)c2ccccc2n1C	·	·	-1	·	·	-1	-9	2	·
COC(=O)Nc1ccc2c(c1)N(C(=O)CCN1CCOCC1)c1ccccc1S2	6	1	9	9	108	4	4	-12	5[fluorescence artefact?]
Cc1ccc(C2C(C#N)=C(N)SC(N)=C2C#N)o1	14[fluorescence artefact?]	1.2	-14	6	28[fluorescence artefact?]	3	-1	16	67*[fluorescence artefact?]
COc1ccc(Cn2c(-c3ccc(OC)cc3)nc3ccccc32)cc1	-7	1.4	1	6	74	·	·	3	30
CCCCN(C)CCNS(=O)(=O)c1ccc2c(c1)n(C)c(=O)c(=O)n2C	3	·	-9	12	101	16	-2	13	-1[fluorescence artefact?]
Cc1cc(C)n(CC(=O)n2c(C)c(C)c3ccccc32)n1	0	1.3	-16	9	87	·	·	19	-15
c1ccc(-c2nn3c(-c4ccccc4)nnc3s2)cc1	-8	1	·	4	131	-3	-17	·	-2[fluorescence artefact?]
COc1cc(/C=N/NC(=O)CCc2c(C)n[nH]c2C)cc(OC)c1OC	12	1	-13	-2	89	-1	-30	14	-5
Cc1nn(-c2ccccc2)c2nc(N)c(C#N)c(-c3ccc(F)cc3)c12	2	1.1	-12	4	215*[fluorescence artefact?]	0	5	14	13[fluorescence artefact?]
COCc1[nH][nH]c(=O)c1C=Nc1ccc(F)cc1F	-3	1.2	-8	-2	98	-1	1	4	3
COc1ccc(C(CNC(=O)COc2ccccc2C#N)N2CCOCC2)cc1 (stereo unspecified)	-2	1.1	·	7	127[fluorescence artefact?]	-1	-14	·	-3
COc1cc(OC)cc(C2C(C#N)=C(N)Oc3n[nH]c(-c4cccnc4)c32)c1 (stereo unspecified)	-3[fluorescence artefact?]	·	-8	0	104	-3	7	11	-1
Cc1cc(C)n(-c2c(F)c(F)c(CO)c(F)c2F)n1	-9	1	-7	-2	117	3	-11	8	4
Clc1cccc(-c2nn3c(COc4ccccc4)nnc3s2)c1	-2[fluorescence artefact?]	1	·	6	94	-1	-25	·	6[fluorescence artefact?]
O=C1CCCC(O)=C1C1C2=C(CCCC2=O)Oc2ccccc21 (stereo unspecified)	2	1.1	6	6	120	0	-3	-2	-3[fluorescence artefact?]
O=C(C1COc2ccccc2O1)N1CCn2c(nc3ccccc32)C1 (stereo unspecified)	-11	1	2	11	87	0	-8	-3	32
COc1ccc(-n2nnc3c(=O)n(Cc4cc(C)ccc4C)cnc32)cc1	-2	1.2	-10	2	126	-4	-8	7	1
CCOc1ccccc1Oc1c(C)oc2cc(OC(=O)N3CCOCC3)ccc2c1=O	-9	1	12	-4	119	-4	-12	-10	-2
CCOc1ncccc1C(=O)Nc1ccccc1C(=O)NCc1ccc2c(c1)OCO2	-2	1.1	·	7	121	-2	-18	·	2
CCn1ccnc1C(O)c1ccccc1OC (stereo unspecified)	12	1	-2	0	113	·	·	5	-15
CCOC(=O)C1CCCN(c2nc3ccccc3nc2C(C#N)C(=O)OCC)C1 (stereo unspecified)	3	1.3	·	-3	98[fluorescence artefact?]	-2	1	·	-3
N#CC1=C(C2CC2)CC(c2ccccc2)C(C#N)=C1N (stereo unspecified)	1	1.2	-13	6	123	4	-4	10	1
CCSc1nnc(NC(=O)Cc2ccccc2OC)s1	-11	1.2	2	3	246*[fluorescence artefact?]	·	·	-2	1
COC(=O)Cn1c(=N)n(CCN2CCCCC2)c2ccccc21	2	1.1	-16	8	100[fluorescence artefact?]	5	-2	15	-5
CCCS(=O)(=O)N1CCC(C(=O)c2cccc(C(F)(F)F)c2)CC1	3	1.2	-5	1	102	6	2	6	0[fluorescence artefact?]
CCN(CCCNS(=O)(=O)c1ccc2c(c1)CCN2C(C)=O)c1cccc(C)c1	-5	1.1	-9	6	100	0	1	11	-8
COC(=O)COc1ccc(C(=O)OC)cc1	-16	1.1	3	-5	101	-5	-18	-3	-4
Cc1cc(=O)[nH]c(SCc2cc(=O)n3nc(C)sc3n2)n1	7	1.1	-5	9	123	1	5	9	-12
CCOC(=O)CSc1nnc(N)s1	15	1	-13	5	125	-1	-7	14	-9
COc1ccc(-c2ccnc(SCC(=O)N3CCOCC3)n2)cc1	-3	1.1	-3	7	117	·	·	2	2

An excerpt; rates above refer to the full screens.
